# Vif-APOBEC3G blk: inhibitors of Vif-APOBEC3G interaction; HeLa A3G-eYFP + Vif (tagged APOBEC3G with the HIV-1 protein that degrades it), YFP fluorescence, overnight; Q9HC16; actives 0.076% (n = 410,000); Potency, µM (doses to about 46.1 µM), inactives show at the top dose activity, negative = active, usual class: inhibitors;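 also: potency is read from the fitted curve at half-maximal effect; % is scaled to controls: 0 for no effect and ±100 for the full control effect; nearly all actives have a fitted effect of over 60% in size; hits raise eYFP signal because A3G escapes Vif-driven loss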
#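 HeLa cells stably expressing Vif and C-terminally eYFP-tagged A3G, seeded overnight at 37 deg C, then exposed to compound by pintool overnight at 37 deg C. Rise in yellow fluorescence (Ex 488/Em 500-530, Acumen) marks blocked Vif-driven A3G degradation.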
# RXFP1 ag: agonists of human relaxin receptor RXFP1; Q9HBX9; HEK293T-RXFP1 cAMP TR-FRET, 30 min; response scale: percent of porcine relaxin response, buffer zero; Potency, µM (top dose mostly 57.5 µM), for the others: at the top dose activation, actives largely listed as activators; actives 0.3% (n = 370,000); also: potency is read from the fitted curve at half-maximal effect; % is scaled to controls: 0 for no effect and ±100 for the full control effect; nearly all actives have a fitted effect of over 60% in size; many of its hits are not listed in these tables
# Target sequence (Q9HBX9 whole entry, looked up): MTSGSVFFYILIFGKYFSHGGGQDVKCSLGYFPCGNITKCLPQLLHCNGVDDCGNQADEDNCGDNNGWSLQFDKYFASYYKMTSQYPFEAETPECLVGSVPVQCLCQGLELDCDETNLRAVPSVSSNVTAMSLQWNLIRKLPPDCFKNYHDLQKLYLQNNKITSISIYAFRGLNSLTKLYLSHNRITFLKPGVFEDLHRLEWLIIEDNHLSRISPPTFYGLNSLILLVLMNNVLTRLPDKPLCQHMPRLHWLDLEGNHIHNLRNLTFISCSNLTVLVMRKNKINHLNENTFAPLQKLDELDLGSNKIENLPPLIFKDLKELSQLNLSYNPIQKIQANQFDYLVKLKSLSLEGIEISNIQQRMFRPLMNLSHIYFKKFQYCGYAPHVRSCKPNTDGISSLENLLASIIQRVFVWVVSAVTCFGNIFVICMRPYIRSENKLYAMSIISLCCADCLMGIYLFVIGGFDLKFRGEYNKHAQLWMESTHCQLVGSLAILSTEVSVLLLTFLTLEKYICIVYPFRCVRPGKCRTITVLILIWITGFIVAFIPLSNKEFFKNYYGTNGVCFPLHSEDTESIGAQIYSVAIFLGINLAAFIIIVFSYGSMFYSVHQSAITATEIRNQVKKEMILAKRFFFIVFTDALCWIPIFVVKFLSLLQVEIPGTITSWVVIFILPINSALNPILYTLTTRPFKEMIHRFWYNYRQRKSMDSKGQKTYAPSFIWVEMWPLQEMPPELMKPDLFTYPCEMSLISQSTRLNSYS
#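 cAMP rise read by TR-FRET after 30 min, 37C compound exposure (up to 58 uM) in RXFP1-transfected HEK293 cells with Ro 20174 present. EC50 from Hill-equation fits, with 29 nM porcine relaxin as 100% and buffer as basal.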
# PI4K2A inh: blocks human PI4K2A kinase activity; Q9BTU6; purified PI4K2A, ADP-Glo luminescence, 1 h; stronger effect = lower value; activity change, negative = inhibition, % at 76.9 µM; actives 0.13% (n = 420,000); in the data active = activity change below about -50%; inconclusive = mostly about -30% to -49%;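 also: -100% = wells without enzyme as full effect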
#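 In this quantitative HTS, ADP production by PI4K2A was quantified luminescently after 1 h at ambient temperature; 100 microM adenosine served as plate-quality control.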
# Glioma ERSR ind: induces the endoplasmic reticulum stress response in human glioma cells; Potency, µM, without a hit: top-dose activation, hits mostly activators; U87-MG GRP78 promoter luciferase reporter, 16 h; actives 0.02% (n = 420,000); also: potency is read from the fitted curve at half-maximal effect; series mostly up to about 76 µM; % of control where 0% means no effect; nearly all actives have a fitted effect of over 35% in size
#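 Stably transfected U87-MG human glioma cells carrying a GRP78-based luminescent sensor were seeded at 1000 cells/well, pin-dosed with compounds and incubated 16 h. Luciferase reagent was then added, and end-point luminescence was read after 10 min at room temperature.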
# TrxR1 substrate: substrates of rat thioredoxin reductase 1 | purified TrxR1 substrate turnover, NADPH consumption readout | Potency, µM (top dose mostly 114 µM), without a hit: at the top dose activity change, negative = substrate turnover | actives 0.01% (n = 390,000) | O89049 | AID 588456; also: potency is read from the fitted curve at half-maximal effect; % is scaled to controls: 0 for no effect and ±100 for the full control effect; nearly all actives have a fitted effect of over 50% in size
#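 Rat TrxR1, dispensed at 90 nM, was prereduced with 400 uM NADPH (final) for 5 min at ~22 deg C, then incubated with compound 15 min before 400 uM selenite. A first-read NADPH fluorescence drop versus no-compound background flagged substrates.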
# mIDH1 inhibitor: blocks human mutant IDH1 R132H enzyme; Potency, µM (highest dose often 76.6 µM), for the others: at the highest dose activity change, negative = inhibition, actives largely listed as inhibitors; AID 602179; IDH1-R132H enzyme, NADPH consumption, diaphorase/resazurin fluorescence; O75874; actives 0.093% (n = 390,000); also: potency is read from the fitted curve at half-maximal effect; % is scaled to controls: 0 for no effect and ±100 for the full control effect; nearly all actives have a fitted effect of over 65% in size
#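 IDH1-R132H (0.5 ug/mL) preincubated 30 min with compound, then NADPH (0.016 mM) and alpha-KG (2 mM) added; 80 min at RT, pH 7.5. Remaining NADPH coupled via diaphorase/resazurin to fluorescence (540/590 nm); concentration-response curves normalized to no-enzyme control.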
# Vif-APOBEC3F blk: Vif-A3F binding inhibition; Potency, µM (series often up to 46.1 µM), for the others: at the highest dose activity, negative = active; actives 0.2% (n = 390,000); HeLa A3F-eYFP + Vif (tagged APOBEC3F with the HIV-1 protein that degrades it), YFP fluorescence increase; also: potency is read from the fitted curve at half-maximal effect; % of control where 0% means no effect; nearly all actives have a fitted effect of over 65% in size
#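 HeLa cells stably expressing Vif plus C-terminally eYFP-tagged A3F were seeded, incubated overnight at 37 deg C, dosed with compound, incubated overnight again at 37 deg C. Yellow fluorescence (Ex 488/Em 500-530) reported blocked Vif-mediated A3F-eYFP degradation.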
# LDHA inh: inhibitors of human lactate dehydrogenase A | P00338 | purified LDHA, NADH/diaphorase-resazurin fluorescence; stronger effect = lower value | activity change, % (values are at about 110 or 230 µM) | actives 0.15% (n = 480,000); in the data active = activity change below about -30%; inconclusive = mostly about -25% to -30%;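 also: plate controls were DMSO wells for no effect and wells without enzyme for full effect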
#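 LDH5 2 nM; NADH 0.06 mM, pyruvate 0.2 mM; 200 mM Tris pH 7.4, EDTA, Tween-20; 5 min RT. Detection: diaphorase 0.133 mg/mL + resazurin 37 µM, fluorescence ex540/em590 at 0 and 20 min; normalized to enzyme-free and DMSO wells.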
# USP1-UAF1 inh: blocks the human USP1/UAF1 deubiquitinase complex | AID 743255 | O94782 | Potency, µM (series often up to 57.1 µM), inactives show top-dose activity change, negative = inhibition, hits mostly inhibitors | actives 0.23% (n = 390,000) | recombinant USP1/UAF1, Ub-Rhodamine cleavage fluorescence; also: potency is read from the fitted curve at half-maximal effect; % is scaled to controls: 0 for no effect and ±100 for the full control effect; nearly all actives have a fitted effect of over 60% in size; inactives centre near -12
#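 High-throughput fluorogenic screen: 1nM USP1/UAF1 complex, Ub-Rho substrate 150nM final, 50mM HEPES pH 7.8 with 0.5mM EDTA, 0.1 mg/ml BSA, 1mM TCEP and 0.01% Tween-20.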
# An asterisk follows results filed as active; ? = inconclusive; nt = no result given; & = joins results of further samples; [ ] = another dose, or the depositor's remark. Unless noted, calls follow the shape of the dose curve; as a rule, active = well fitted curve in the direction sought with a large enough effect; inconclusive = small, poorly fitted or top-dose-only effect, or another doubt; inactive = no such curve, though single readings can be large; an effect the other way counts as inactive or inconclusive. Not all compounds are listed (hit frequency here may not be typical).
SMILES,Vif-APOBEC3G blk,RXFP1 ag,PI4K2A inh,Glioma ERSR ind,TrxR1 substrate,mIDH1 inhibitor,Vif-APOBEC3F blk,LDHA inh,USP1-UAF1 inh
CN(C)S(=O)(=O)c1cccc(-c2cn3cc(Cl)ccc3n2)c1,2%,0.8%,1,6%,5%,0%,-9%,-2,-11%
COc1ccccc1N1CCN(CC(=O)Nc2ccc(CN3CCCCC3)cc2)CC1,-3%,0.6%,-1,-4%,11%,2%,-1%,-46*,-29%
CC(C)C(NS(=O)(=O)c1cccs1)C(=O)N(C)Cc1ccccc1 (stereo not drawn),-3%,-0.5%,-1,-1%,8%,8%,-4%,-3,?
Cc1ccc(C(=O)Nc2cccc(C(=O)OCc3cc(=O)n4nc(C5CC5)sc4n3)c2)cc1,0%,19%,2,-3%,2%[57.1 µM],-2%,-2%,-8,-23%
COCCNC(=O)c1ccc(S(=O)(=O)N2CCCc3ccccc32)cc1,0%,0.0%,-1,-7%,3%[57.1 µM],4%,5%,-1,-10%
O=C(NC1(C(F)(F)F)NC(=O)N(C2CCCC2)C1=O)C1CC1 (stereo not drawn),1%,1.1%,8,-7%,-7%,3%,0%,-6,-6%
Fc1ccc(C(c2ccc(F)cc2)N2CCN(C/C=C/c3ccccc3)CC2)cc1,-16%,2.8%,-13&-3&-5,-1%&-2%&-4%&0%,-7%[57.1 µM],16%,?,-2,-29%
CCOC(=O)N1C(=O)[C@](CC)(c2ccccc2)N1C(=O)OCC,-14%,-0.7%,1,-3%,1%,-12%,2%,-4,-24%
O=C1c2ccccc2C(=O)N1OCc1ccc(Cl)cc1,1%,0.3%,-4,-3%,9%,5%,1%,-5,-11%
COc1ccc(/C=C2\SC(=O)N(CC(=O)Nc3cccnc3)C2=O)cc1OC,1%,-0.7%,-5,-3%,-11%,3%,2%,0,-19%
Cc1ccc(C2CC(c3cccs3)=NN2C(=O)CSc2nc3ccccc3o2)cc1 (stereo not drawn),1%,0.3%,3,-1%,-4%,1%,0%,-6,2%
COc1cccc(OC)c1OC(=O)C1CC(=O)N(c2ccc3c(c2)OCCO3)C1 (stereo not drawn),-1%,nt,-9,-8%,-2%,-1%,3%,6,-23%
CCOC(=O)CCN(c1ccccc1)S(=O)(=O)c1ccc2[nH]c(=O)ccc2c1,1%,-1.4%,-4,-1%,1%[57.1 µM],-2%,6%,-11,-25%
O=C1N(Cc2cccnc2)C[C@@H]2C[C@@H](c3ccccc3C(F)(F)F)N3CCC[C@@]123,3%,-4.5%,-11,-1%,6%,4%,-9%,-1,-6%
OC(c1ccc(Cl)cc1)c1ncc(-c2ccc(Cl)cc2)[nH]1 (stereo not drawn),-15%,nt,-3,0%,nt,nt,nt,-4,nt

# Only mIDH1 inhibitor (4 entries from above):
smiles | mIDH1 inhibitor
COCCNC(=O)c1ccc(S(=O)(=O)N2CCCc3ccccc32)cc1 | 4%
O=C(NC1(C(F)(F)F)NC(=O)N(C2CCCC2)C1=O)C1CC1 (stereo not drawn) | 3%
Fc1ccc(C(c2ccc(F)cc2)N2CCN(C/C=C/c3ccccc3)CC2)cc1 | 16%
CCOC(=O)N1C(=O)[C@](CC)(c2ccccc2)N1C(=O)OCC | -12%

# Other compounds follow:
SMILES,Vif-APOBEC3G blk,RXFP1 ag,PI4K2A inh,Glioma ERSR ind,TrxR1 substrate,mIDH1 inhibitor,Vif-APOBEC3F blk,LDHA inh,USP1-UAF1 inh
COCC(C)NS(=O)(=O)c1ccc(C)cc1 (stereo not drawn),-4%,3.5%,-3,-5%,-6%,9%,-5%,-6,1%
O=C(N/N=C/c1ccco1)c1ccc2nc[nH]c2c1,1%,0.0%,4,-2%,8%[57.1 µM],16%,1%,-3,-18%
Cn1c(=O)c2c(nc(SCCN3CCOCC3)n2Cc2ccc(F)cc2)n(C)c1=O,-1%,4.9%,-3,3%,6%[57.1 µM],0%,0%,1,-11%
CC1CCN(C(=S)c2cn(Cc3ccccc3F)c3ccccc23)CC1,0%,0.3%,-4,-3%,-9%,8%,nt,5,-10%
CCN(CC)S(=O)(=O)c1ccc(C(=O)OCC(=O)N2CCOCC2)cc1,-5%,3.5%,2,-1%,6%,4%,10%,-5,-4%
COCc1[nH]nc2c1C(c1ccc(OC)c(OC)c1)C(C#N)=C(N)O2 (stereo not drawn),1%,-0.1%,-3,-3%,2%,-8%,nt,-5,-9%
CCCS(=O)(=O)n1nc(-c2ccc(OC)cc2OC)cc1N,0%,0.3%,-5,-2%,-3%,-13%,3%,-11,-8%
CC(=O)Nc1c(C)nn(-c2ccccc2)c1N1CCC(C(=O)NCc2ccc(Cl)cc2)CC1,-1%,2.8%,-4,-2%,3%[57.1 µM],0%,0%,3,-15%
CN1CCN(C(=O)CCc2ncc(C(F)(F)F)cc2Cl)CC1,0%,0.5%,-1,-3%,-9%[57.1 µM],0%,1%,-13,-9%
CN(C(=O)c1cc2ccccc2cc1O)C1CCCCC1,0%,-3.8%,4,3%,-14%,6%,-3%,16,-8%
CCc1cc(-c2n[nH]c(=S)n2-c2cccc(C)c2)cs1,-2%,-0.6%,-7,-3%,6%,5%,-5%,-5,-14%
COc1cccc(C(=O)c2c[nH]c(C(=O)NCc3ccco3)c2)c1,-7%,0.9%,0,1%,9%,1%,0%,-3,-15%
O=C(Nc1cc(Cl)cc(Cl)c1)Nc1cnccn1,4%,2.8%,-1,-4%,0%,-6%,-1%,-1,-8%
Cc1[nH]c2ccccc2c1C(=O)CN1CC(C)OC(C)C1 (stereo not drawn),-1%,3.8%,11,-1%,7%[57.1 µM],4%,-6%,-5,0%
O=C(COc1ccc2c3c(c(=O)oc2c1)CCCC3)NCCCN1CCOCC1,1%,4.6%,4,?,36%,7%,1%,-1,-10%
COc1ccc(OCC(=O)c2c[nH]c3ccccc23)cc1,0%,-0.9%,-12,17%,-7%[57.1 µM],3%,-20%,1,-14%
O=C(c1ccc(F)cc1)c1ccc(-c2ccc(F)cc2)nc1,-2%,?,-2,2%,-1%,4%,1%,-16,-29%
Cc1cccc(NC(=O)c2cccc(C(=O)Nc3cccc(C)n3)c2)n1,0%,1.8%,-15,-3%,6%[57.1 µM],7%,2%,-9,0%
CN1CCC(NC(=S)NC2CC2)CC1,1%,2.1%,-4,-3%,8%,-1%,-1%,-7,1%
Cc1ccc(NC(=O)C2CCN(S(=O)(=O)c3c(C)noc3/C=C/c3cccs3)CC2)cc1F,4%,1.2%,-6,-2%,-7%,-24%,2%,-2,5%
S=C(NC1CCCCC1)N1CCN(Cc2ccccc2)CC1,-2%,2.3%,-3,-1%,8%,0%,-6%,-10,-19%
Clc1ccc(SCc2cc(-c3ccccc3)no2)cc1,-1%,4.4%,-6,-3%,11%[57.1 µM],-1%,-7%,-7,-24%
Cc1cc(C(=O)NC(C)C2CC2)c(Cl)cc1Cl (stereo not drawn),-1%,-4.6%,1,-2%,4%[2.29 µM],-5%,-2%,-9,5%
CC(C)NC(=O)COC(=O)c1ccc(O)cc1,-1%,-0.9%,-8,5%,1%,4%,5%,-2,-8%
O=S(=O)(NCCS(=O)(=O)N1CCN(c2ccc(F)cc2)CC1)c1ccc(F)cc1,2%,nt,-2,-4%,nt,13%,-3%,-3,-25%
CCCCNC(=O)c1ccccc1NC(=O)c1ccc2c(c1)OCO2,-6%,7.4%,-7,1%,3%,5%,2%,-17,-4%
CCn1c(CSc2ncccn2)nnc1SCC(=O)N1CCc2ccccc21,1%,1.3%,-5,-6%,11%,5%,0%,2,-10%

# A second format for 3 compounds above:
compound	Vif-APOBEC3G blk	RXFP1 ag	PI4K2A inh	Glioma ERSR ind	TrxR1 substrate	mIDH1 inhibitor	Vif-APOBEC3F blk	LDHA inh	USP1-UAF1 inh
O=C(c1ccc(F)cc1)c1ccc(-c2ccc(F)cc2)nc1	-2%	?	-2	2%	-1%	4%	1%	-16	-29%
Cc1cccc(NC(=O)c2cccc(C(=O)Nc3cccc(C)n3)c2)n1	0%	1.8%	-15	-3%	6%[57.1 µM]	7%	2%	-9	0%
CN1CCC(NC(=S)NC2CC2)CC1	1%	2.1%	-4	-3%	8%	-1%	-1%	-7	1%

# Screening data from PubChem BioAssay.
